NSD2 inh – NSD2 (human) methyltransferase inhibition; NSD2-SET H3K36me1 DELFIA fluorescence, biochemical; 44,000 tested, 0.07% active; inhibition, % at 12.5 µM; in the data active means inhibition above about 54%, passing the limit was not always enough; inconclusive means no clear call, values can overlap the other calls;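 further: inhibitors reduce the monomethyl H3K36 fluorescence signal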
Target sequence (O96028 whole entry, looked up): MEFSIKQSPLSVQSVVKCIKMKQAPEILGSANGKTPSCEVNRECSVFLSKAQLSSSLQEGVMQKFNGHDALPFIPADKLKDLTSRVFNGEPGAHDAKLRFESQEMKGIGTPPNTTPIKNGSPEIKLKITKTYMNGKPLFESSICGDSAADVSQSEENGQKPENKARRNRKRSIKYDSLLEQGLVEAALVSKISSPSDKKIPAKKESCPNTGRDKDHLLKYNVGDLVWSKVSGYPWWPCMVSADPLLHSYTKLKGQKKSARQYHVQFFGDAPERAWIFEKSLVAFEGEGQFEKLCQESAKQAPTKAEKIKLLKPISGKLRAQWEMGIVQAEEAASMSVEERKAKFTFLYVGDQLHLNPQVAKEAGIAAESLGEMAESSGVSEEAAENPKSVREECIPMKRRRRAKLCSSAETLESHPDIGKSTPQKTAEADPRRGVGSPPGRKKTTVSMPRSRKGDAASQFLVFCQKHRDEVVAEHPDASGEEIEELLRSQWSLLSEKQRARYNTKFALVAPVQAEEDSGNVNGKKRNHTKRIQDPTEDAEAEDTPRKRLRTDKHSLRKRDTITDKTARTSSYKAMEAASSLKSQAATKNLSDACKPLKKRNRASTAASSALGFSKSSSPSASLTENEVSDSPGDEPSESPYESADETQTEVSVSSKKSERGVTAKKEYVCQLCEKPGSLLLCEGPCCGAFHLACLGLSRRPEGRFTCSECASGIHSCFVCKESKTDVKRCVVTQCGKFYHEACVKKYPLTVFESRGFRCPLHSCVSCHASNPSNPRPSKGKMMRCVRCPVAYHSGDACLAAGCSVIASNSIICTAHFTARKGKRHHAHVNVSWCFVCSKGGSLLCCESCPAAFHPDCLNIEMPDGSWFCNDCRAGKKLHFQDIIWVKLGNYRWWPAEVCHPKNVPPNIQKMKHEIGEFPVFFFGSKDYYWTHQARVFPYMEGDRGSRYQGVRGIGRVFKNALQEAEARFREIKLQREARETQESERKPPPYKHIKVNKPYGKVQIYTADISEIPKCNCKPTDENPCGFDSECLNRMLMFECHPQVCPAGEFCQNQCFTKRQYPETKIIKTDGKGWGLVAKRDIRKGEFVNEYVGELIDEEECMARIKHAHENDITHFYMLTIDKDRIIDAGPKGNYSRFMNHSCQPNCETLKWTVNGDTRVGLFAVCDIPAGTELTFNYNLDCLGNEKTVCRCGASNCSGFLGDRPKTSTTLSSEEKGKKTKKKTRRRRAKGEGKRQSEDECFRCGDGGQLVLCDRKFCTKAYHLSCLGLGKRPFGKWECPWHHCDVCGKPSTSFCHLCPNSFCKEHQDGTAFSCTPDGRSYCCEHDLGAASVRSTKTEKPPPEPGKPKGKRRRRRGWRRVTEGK
* = called active by the depositor; i = inactive; ? = inconclusive. Some of the compounds tested. The share of hits here may be higher or lower than overall.

SMILES	NSD2 inh
C[C@@H]1C=C(C(=O)NCc2nc3ccccc3[nH]2)O[C@H](OCc2ccc(CO)cc2)C1	-4.3
CC(C)CC#Cc1ccc2c(c1)O[C@@H](CN(C)C(=O)Nc1ccccc1F)[C@@H](C)CN([C@H](C)CO)S2(=O)=O	-1.8
C[C@H](CO)N1C[C@H](C)[C@@H](CN(C)C)Oc2cc(C#Cc3cccnc3)ccc2S1(=O)=O	-5.5
C[C@@H]1CN([C@H](C)CO)C(=O)c2cc(NC(=O)Cn3cnnn3)ccc2O[C@@H]1CN(C)S(=O)(=O)c1cn(C)cn1	-0.3
CC(C)=CCN(CC#Cc1ccccc1)[C@H](CO)c1ccccc1	5.2
C[C@@H]1CN([C@@H](C)CO)C(=O)c2cc(C#CC(C)(C)O)cnc2O[C@@H]1CN(C)Cc1ccccn1	10.8
C[C@H](CO)N1C[C@H](C)[C@@H](CN(C)Cc2ccc(Oc3ccccc3)cc2)Oc2c(NC(=O)CCCCCC(=O)Nc3ccccc3N)cccc2C1=O	0.8
C[C@@H]1CN([C@H](C)CO)C(=O)c2cc(NC(=O)CCCCCC(=O)Nc3ccccc3N)ccc2O[C@@H]1CN(C)S(=O)(=O)c1ccc(Cl)cc1	-3.1
COc1ccc(/C=N/NC(=O)c2ccccn2)cc1	1.1
C[C@H]1CN([C@@H](C)CO)C(=O)c2c(c3ccccc3n2C)-c2ccccc2CO[C@H]1CN(C)C(=O)[C@@H](Cc1ccccc1)N(C)C	-2.3
COc1ccc(NC(=O)Nc2ccc3c(c2)[C@@H]2C[C@@H](CC(=O)NCc4ccncc4)O[C@@H](CO)[C@@H]2O3)cc1	4.1
C[C@@H]1CN([C@H](C)CO)C(=O)c2cc(NC(=O)NC3CCCCC3)ccc2O[C@@H]1CN(C)S(=O)(=O)c1ccc(F)cc1	0.8
C[C@@H]1CN([C@@H](C)CO)S(=O)(=O)c2ccc(C3=CCCCC3)cc2O[C@@H]1CN(C)S(=O)(=O)c1cn(C)cn1	-2.2
C[C@H]1CN([C@@H](C)CO)S(=O)(=O)c2ccc(-c3ccncc3)cc2O[C@H]1CN(C)C(=O)CC1CC1	-3.0
CNC[C@@H]1Oc2cc(-c3ccccc3F)ccc2S(=O)(=O)N([C@@H](C)CO)C[C@@H]1C	7.3
C[C@@H]1CN([C@@H](C)CO)C(=O)c2cc(NC(=O)Nc3ccc(F)cc3)ccc2O[C@H]1CN(C)Cc1ccncc1	-3.8
CC(C)NC(=O)Nc1ccc2c(c1)C(=O)N([C@H](C)CO)C[C@H](C)[C@@H](CN(C)C)OCCCC[C@@H](C)O2	?
C[C@@H]1CCCCO[C@H](CN(C)C(=O)Nc2ccc3c(c2)OCO3)[C@H](C)CN([C@@H](C)CO)C(=O)c2cc(NC(=O)Nc3ccc4c(c3)OCO4)ccc2O1	0.8
COc1cccc(-c2cnc3c(c2)C(=O)N([C@H](C)CO)C[C@@H](C)[C@@H](CN(C)C(=O)CN(C)C)O3)c1	-2.1
C[C@@H]1CCCCO[C@@H](CN(C)S(=O)(=O)c2ccccc2)[C@@H](C)CN([C@@H](C)CO)C(=O)c2cc(NC(=O)Nc3cccc4ccccc34)ccc2O1	i
CC(=O)N(C)C[C@@H]1Oc2ncc(C#Cc3cccnc3)cc2C(=O)N([C@H](C)CO)C[C@@H]1C	3.5
Cc1noc(C)c1NC(=O)N(C)C[C@@H]1OCCCC[C@@H](C)Oc2ccc(NS(=O)(=O)c3cn(C)cn3)cc2C(=O)N([C@@H](C)CO)C[C@H]1C	-0.4
C[C@H](CO)N1C[C@H](C)[C@@H](CN(C)C(=O)Cc2ccccn2)Oc2cc(-c3cccc(C(=O)N(C)C)c3)ccc2S1(=O)=O	-6.0
C[C@@H]1CN([C@H](C)CO)C(=O)CCCn2nncc2CO[C@@H]1CN(C)C(=O)Nc1ccc(C(C)(C)C)cc1	3.0
C[C@@H]1CCCCO[C@H](CN(C)C(=O)C2CCCCC2)[C@@H](C)CN([C@H](C)CO)C(=O)c2cc(NC(=O)Nc3ccc(F)cc3)ccc2O1	3.8
CCOC(=O)c1c(C)cc(O)c(C)c1O	-7.2
COc1ccc(NC(=O)Nc2ccc3c(c2)C(=O)N([C@H](C)CO)C[C@H](C)[C@H](CN(C)Cc2ccncc2)O3)cc1	5.3
Cc1noc(C)c1NC(=O)Nc1ccc2c(c1)CC(=O)N([C@@H](C)CO)C[C@@H](C)[C@H](CN(C)S(=O)(=O)c1ccccc1)O2	-21.2
CC(=O)N(C)C[C@H]1Oc2ncc(C#CCc3ccccc3)cc2C(=O)N([C@H](C)CO)C[C@H]1C	7.4
COCC(=O)Nc1ccc2c(c1)[C@@H]1C[C@@H](CC(=O)N3CCc4ccccc4C3)O[C@@H](CO)[C@@H]1O2	4.9
C[C@H](CO)N1C[C@H](C)[C@@H](CN(C)S(=O)(=O)c2ccccc2)Oc2c(NC(=O)Nc3ccc(C(F)(F)F)cc3)cccc2C1=O	-2.6
C[C@H](CO)N1C[C@H](C)[C@H](CN(C)S(=O)(=O)c2ccc(Cl)cc2)Oc2ccc(NC(=O)Cc3ccccc3)cc2C1=O	21.7
CC(C)CC#Cc1ccc2c(c1)O[C@H](CN(C)Cc1ccccc1)[C@@H](C)CN([C@@H](C)CO)S2(=O)=O	-10.8
C[C@H](CO)N1C[C@H](C)[C@@H](CN(C)C(=O)C2CC2)OCc2ccccc2-c2ccccc2C1=O	0.3
C[C@H]1CCCCO[C@@H](CN(C)C)[C@@H](C)CN([C@@H](C)CO)C(=O)c2cc(NC(=O)NC3CCCCC3)ccc2O1	3.0
C[C@H](CO)N1C[C@H](C)[C@H](CN(C)S(=O)(=O)c2cccs2)Oc2ccc(N(C)C)cc2C1=O	6.0

Given bar-delimited: entries from further up.
structure | NSD2 inh
COc1ccc(NC(=O)Nc2ccc3c(c2)C(=O)N([C@H](C)CO)C[C@H](C)[C@H](CN(C)Cc2ccncc2)O3)cc1 | 5.3
CC(=O)N(C)C[C@H]1Oc2ncc(C#CCc3ccccc3)cc2C(=O)N([C@H](C)CO)C[C@H]1C | 7.4

Returning to the listing, repeating the 3 entries before the break.
SMILES	NSD2 inh
C[C@H](CO)N1C[C@H](C)[C@@H](CN(C)C(=O)C2CC2)OCc2ccccc2-c2ccccc2C1=O	0.3
C[C@H]1CCCCO[C@@H](CN(C)C)[C@@H](C)CN([C@@H](C)CO)C(=O)c2cc(NC(=O)NC3CCCCC3)ccc2O1	3.0
C[C@H](CO)N1C[C@H](C)[C@H](CN(C)S(=O)(=O)c2cccs2)Oc2ccc(N(C)C)cc2C1=O	6.0
C[C@H]1CN([C@@H](C)CO)C(=O)Cc2cc(NC(=O)Nc3ccc4c(c3)OCO4)ccc2O[C@@H]1CN(C)CC1CC1	1.1
CC(C)CC#Cc1cnc2c(c1)C(=O)N([C@H](C)CO)C[C@H](C)[C@@H](CN(C)Cc1ccccc1C(=O)O)O2	1.9
CC(C)(C)c1cc(C(C)(C)C)cc(S(=O)(=O)CCc2ccccn2)c1	-2.0
C[C@H](CO)N1C[C@H](C)[C@@H](CN(C)S(=O)(=O)c2cn(C)cn2)Oc2ccc(NC(=O)C3CCCCC3)cc2C1=O	13.4
C[C@H]1CN([C@@H](C)CO)C(=O)Cc2cc(NC(=O)NC3CCCCC3)ccc2O[C@@H]1CN(C)C(=O)Nc1cccc2ccccc12	1.4
C[C@H](CO)N1C[C@H](C)[C@@H](CN(C)S(=O)(=O)c2ccccc2)Oc2ncc(-c3ccncc3)cc2C1=O	4.2
COc1ccc(CN(C)C[C@@H]2OCCCC[C@@H](C)Oc3ccc(NC(=O)C4CCCCC4)cc3C(=O)N([C@H](C)CO)C[C@@H]2C)cc1	-2.7
COc1ccc(S(=O)(=O)N(C)C[C@@H]2Oc3ccc(NS(=O)(=O)c4ccc(F)cc4)cc3C(=O)N([C@@H](C)CO)C[C@H]2C)cc1	7.1
C[C@H]1CN([C@@H](C)CO)C(=O)c2cc(NC(=O)CCCCCC(=O)Nc3ccccc3N)ccc2O[C@H]1CN(C)S(=O)(=O)c1cccs1	-3.3
C[C@@H]1CN([C@H](C)CO)C(=O)c2cccc(NS(=O)(=O)c3cn(C)cn3)c2O[C@@H]1CN(C)C(=O)Nc1ccc2c(c1)OCO2	-1.3
C[C@@H]1CN([C@@H](C)CO)C(=O)c2cc(NS(=O)(=O)c3ccc(F)cc3)ccc2O[C@@H](C)CCCCO[C@H]1CN(C)S(=O)(=O)c1ccccc1	-5.0
C[C@@H]1CN([C@H](C)CO)C(=O)c2cc(N(C)C)ccc2O[C@@H]1CN(C)CC1CCCCC1	2.4
Cc1ccc(S(=O)(=O)Nc2ccc3c(c2)C(=O)N([C@H](C)CO)C[C@H](C)[C@H](CN(C)S(=O)(=O)c2ccccc2)OCCCC[C@@H](C)O3)cc1	39.7
C[C@H](CO)N1C[C@H](C)[C@H](CN(C)Cc2ccc(C(F)(F)F)cc2)Oc2c(NS(=O)(=O)c3ccc(F)cc3)cccc2C1=O	2.0
C[C@@H]1CN([C@H](C)CO)C(=O)c2cc(NC(=O)CCCCCC(=O)Nc3ccccc3N)ccc2O[C@H]1CN(C)Cc1ccncc1	0.1
O=C(C[C@H]1C[C@H]2c3cc(NS(=O)(=O)c4ccccc4)ccc3O[C@H]2[C@H](CO)O1)NCC(F)(F)F	-3.8
CC(=O)N(C)C[C@@H]1Oc2ncc(C#Cc3ccccc3)cc2C(=O)N([C@H](C)CO)C[C@H]1C	-2.7
C[C@@H]1CCCCO[C@H](CN(C)C(=O)c2ccncc2)[C@@H](C)CN([C@H](C)CO)C(=O)c2cc(NC(=O)CCC(F)(F)F)ccc2O1	2.2
C[C@@H]1CCCCO[C@H](CN(C)C(=O)Nc2ccc3c(c2)OCO3)[C@@H](C)CN([C@H](C)CO)C(=O)c2cc(NC(=O)C3CCCCC3)ccc2O1	-0.3
O=C(C[C@H]1C[C@H]2c3cc(NC(=O)C4CCOCC4)ccc3O[C@H]2[C@H](CO)O1)NCc1cccnc1	-3.1
CC(C)NC(=O)Nc1ccc2c(c1)CC(=O)N([C@@H](C)CO)C[C@H](C)[C@H](CN(C)Cc1ccccc1)O2	4.4
CCOC(=O)c1c(SC)nc2c(C(F)(F)F)cccc2c1N1CCCC1	5.1
CC(C)NC(=O)N(C)C[C@H]1Oc2ncc(-c3ccccc3F)cc2C(=O)N([C@H](C)CO)C[C@H]1C	18.1
C[C@H](CO)N1C[C@H](C)[C@@H](CN(C)C(=O)CCC(F)(F)F)OCCCC[C@H](C)Oc2ccc(NS(=O)(=O)c3cccs3)cc2C1=O	-45.8
O=C(NO)c1ccc(C(=O)N/N=C/c2ccc(I)cc2)cc1	-1.3
C/C=C/c1ccc2c(c1)O[C@@H](CN(C)C(=O)CC)[C@H](C)CN([C@@H](C)CO)S2(=O)=O	-5.6
O=C(O)C1=C[C@H](c2coc3ccccc3c2=O)C[C@H](OCc2ccc(CO)cc2)O1	-0.7
COc1ccc(NC(=O)N(C)C[C@H]2OCc3cnnn3CCCC(=O)N([C@H](C)CO)C[C@@H]2C)c(OC)c1	1.4
COC(=O)c1noc(C)c1C(=O)/C=C/N(C)C	18.1
C[C@H](CO)N1C[C@H](C)[C@@H](CN(C)S(=O)(=O)c2ccc(Oc3ccccc3)cc2)OCc2cn(nn2)CCCC1=O	0.6
C[C@@H]1CN([C@H](C)CO)S(=O)(=O)c2ccc(C#Cc3cccc(F)c3)cc2O[C@H]1CN(C)C	-0.6
C[C@H]1CN([C@@H](C)CO)C(=O)c2cc(NC(=O)Nc3ccc(C(F)(F)F)cc3)ccc2O[C@@H]1CN(C)Cc1ccc2c(c1)OCO2	-0.1
Cc1noc(C)c1NC(=O)Nc1ccc2c(c1)C(=O)N([C@@H](C)CO)C[C@H](C)[C@@H](CN(C)C(=O)Nc1ccc(F)cc1)OCCCC[C@H](C)O2	1.7
C[C@H]1CN([C@@H](C)CO)C(=O)c2cccc(N(C)C)c2O[C@@H]1CN(C)S(=O)(=O)c1ccccc1	-1.5
C[C@H](CO)N1C[C@H](C)[C@H](CN(C)Cc2ccccc2)Oc2c(NS(C)(=O)=O)cccc2C1=O	-0.8
CO[C@@H](CN(C)C(=O)Nc1ccc(C(F)(F)F)cc1)[C@H](C)CN(Cc1ccccc1Cl)[C@H](C)CO	10.0
COc1ccc(NC(=O)N(C)C[C@@H]2Oc3ccc(NC(=O)Cn4cnnn4)cc3CC(=O)N([C@@H](C)CO)C[C@H]2C)cc1	-0.6
N#Cc1ccccc1OCC(O)CNCCNC(=O)Nc1ccccc1 (stereo not drawn)	-8.9
C[C@@H]1CN([C@H](C)CO)C(=O)c2cc(NC(=O)CCC(F)(F)F)ccc2O[C@@H](C)CCCCO[C@H]1CN(C)Cc1ccncc1	-0.5
COc1ccc(NC(=O)Nc2ccc3c(c2)C(=O)N([C@H](C)CO)C[C@H](C)[C@H](CN(C)S(C)(=O)=O)O3)cc1	6.1
C[C@@H]1CN([C@H](C)CO)C(=O)c2cc(NS(=O)(=O)c3ccc(Cl)cc3)ccc2O[C@H]1CN(C)C(=O)Nc1ccc(F)cc1	4.1
O=C(O)C[C@H]1C[C@@H]2c3cc(NC(=O)c4ccc5c(c4)OCO5)ccc3O[C@@H]2[C@@H](CO)O1	2.0
CC(C)NC(=O)N(C)C[C@@H]1OCCCC[C@@H](C)Oc2ccc(NC(=O)CCCN(C)C)cc2C(=O)N([C@@H](C)CO)C[C@H]1C	-1.1
C[C@H]1CN([C@@H](C)CO)C(=O)c2cccc(NC(=O)C3CC3)c2O[C@@H]1CN(C)CC1CC1	2.7
C[C@@H]1CN([C@@H](C)CO)C(=O)Cc2cc(NS(=O)(=O)c3cccs3)ccc2O[C@H]1CN(C)Cc1ccc(C(=O)Nc2ccccc2N)cc1	-14.8
C[C@H](CO)N1C[C@H](C)[C@@H](CN(C)C(=O)NC2CCCCC2)Oc2ccc(NC(=O)Cc3cn(C)c4ccccc34)cc2CC1=O	-7.2

Given with values ahead of the structure: part of the list above
NSD2 inh | SMILES
-8.9 | N#Cc1ccccc1OCC(O)CNCCNC(=O)Nc1ccccc1 (stereo not drawn)
4.1 | C[C@@H]1CN([C@H](C)CO)C(=O)c2cc(NS(=O)(=O)c3ccc(Cl)cc3)ccc2O[C@H]1CN(C)C(=O)Nc1ccc(F)cc1

Screening data as filed in PubChem.
